Screens from PubChem.
UHRF1 MBD2 ctr: human UHRF1 methylated DNA binding inhibitors; Q96T88; UHRF1 binding to methylated oligo, TR-FRET; inhibition, % at 4.4 µM; 370,000 compounds, 0.75% hits; AID 687016; in the data active = inhibition above about 21%;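 note: UHRF1 SRA domain binding a hemimethylated CpG hairpin DNA probe; 0% = median of test compound wells and 100% = reference inhibitor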
Target sequence (Q96T88 whole entry, looked up, the tested form may be a part): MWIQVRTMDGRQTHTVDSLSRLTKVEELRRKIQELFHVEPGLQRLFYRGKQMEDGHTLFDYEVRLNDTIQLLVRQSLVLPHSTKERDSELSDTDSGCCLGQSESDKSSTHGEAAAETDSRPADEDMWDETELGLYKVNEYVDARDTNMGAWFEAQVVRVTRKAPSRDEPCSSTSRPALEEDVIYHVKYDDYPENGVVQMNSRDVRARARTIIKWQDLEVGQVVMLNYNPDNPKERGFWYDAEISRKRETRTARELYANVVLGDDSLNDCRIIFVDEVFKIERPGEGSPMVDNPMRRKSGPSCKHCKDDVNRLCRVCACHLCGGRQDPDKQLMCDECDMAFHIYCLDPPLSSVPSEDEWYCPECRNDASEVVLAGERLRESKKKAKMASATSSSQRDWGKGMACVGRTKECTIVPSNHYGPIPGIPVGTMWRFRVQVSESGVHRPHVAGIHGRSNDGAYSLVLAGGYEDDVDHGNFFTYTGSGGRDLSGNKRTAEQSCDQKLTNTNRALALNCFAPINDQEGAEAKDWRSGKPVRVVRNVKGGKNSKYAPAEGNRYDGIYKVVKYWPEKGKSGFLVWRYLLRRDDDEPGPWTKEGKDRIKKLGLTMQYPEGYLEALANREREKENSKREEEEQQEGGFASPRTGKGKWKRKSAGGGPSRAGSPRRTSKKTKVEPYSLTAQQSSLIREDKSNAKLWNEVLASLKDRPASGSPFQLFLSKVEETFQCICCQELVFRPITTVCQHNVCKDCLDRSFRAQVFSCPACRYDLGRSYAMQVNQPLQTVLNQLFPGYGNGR
TCR-CD3 inh: blocks the human TCR-CD3 interaction. TAMRA-labeled TCR probe fluorescence, biochemical. inhibition, % at 9.4 µM. 360,000 compounds, 0.37% hits; in the data active = inhibition above about 19%;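 note: recombinant mutant TCR 2C K166C tagged with TAMRA read by polarization; 0% = receptor in buffer alone and 100% = receptor with positive control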
MBD2 DNA inh: inhibitors of human MBD2 binding to methylated oligonucleotide | inhibition, % at 4.4 µM | Q9UBB5 | TR-FRET | 370,000 compounds, 0.31% hits; in the data active = inhibition above about 13%
HTRA1 inhibitor: blocks human HTRA1 serine peptidase; recombinant HTRA1, FP-rhodamine activity-based probe, fluorescence polarization; inhibition, % at 5.96 µM; 340,000 compounds, 0.5% hits; in the data active = inhibition above about 36%;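 note: 0% = enzyme with DMSO and 100% = wells lacking enzyme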
rCAG binder: binds r(CAG) RNA repeats; inhibition, % at 3 µM; 370,000 compounds, 1.3% hits; r(CAG) RNA repeat, TO-PRO-1 dye displacement fluorescence;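 active = inhibition above the plate cutoff, the mean of all test compounds on that plate plus 3 SD, cut at about 35% in these data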;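 note: 0% = DMSO alone and 100% = 100 µM mitoxantrone as full dye displacement; higher means more dye released from RNA so lower well fluorescence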
Rev-erbA mod: modulators of human Rev-erb alpha DNA binding | Rev-erbα–FITC-DNA binding, fluorescence polarization, 90 min | 370,000 compounds, 0.79% hits | activity, % at 10 µM;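 active = activity above about 14%, limit read from the data; passing the limit was not always enough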;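 note: 0% = DMSO wells with 35 nM protein and 100% = DMSO wells with 750 nM protein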
PRMT1 inh: PRMT1 (human) inhibition, primary screen. recombinant PRMT1, activity-based probe fluorescence polarization. Q99873. AID 652257. 370,000 compounds, 1.3% hits. inhibition, % at 2.79 µM;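 active = inhibition above about 21% made by adding two undisclosed values, limit read from the data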
PG9 binder: binds the HIV-1 gp120 antibody PG9; inhibition, % at 6.7 µM; TR-FRET gp120-PG9 antibody binding; 360,000 compounds, 0.43% hits; in the data active = inhibition above about 8.5%
LEDGF integ inh: blocks HIV-1 LEDGF/p75-dependent DNA integration | TR-FRET IN-LEDGF/p75 DNA integration, Eu/Cy5 | inhibition, % at 3.7 µM | 370,000 compounds, 0.64% hits | AID 743269;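 active = inhibition above the screen-wide mean plus 3 SD, cut at about 13% in these data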;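 note: signal is the Cy5 over europium emission ratio at 671 and 618 nm; 0% = plate median of compound wells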
ABHD4 inh: ABHD4 (mouse) inhibition, primary FP screen; Q8VD66; purified mABHD4, FP-Rh probe fluorescence polarization; inhibition, % at 8.92 µM; 370,000 compounds, 0.54% hits; AID 720543;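 active = inhibition exceeding the mean over every tested compound plus 3 SD, cut at about 30% in these data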;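 note: 0% = plate median of compound wells and 100% = S159A mutant with DMSO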
Target sequence (Q8VD66 whole entry, looked up): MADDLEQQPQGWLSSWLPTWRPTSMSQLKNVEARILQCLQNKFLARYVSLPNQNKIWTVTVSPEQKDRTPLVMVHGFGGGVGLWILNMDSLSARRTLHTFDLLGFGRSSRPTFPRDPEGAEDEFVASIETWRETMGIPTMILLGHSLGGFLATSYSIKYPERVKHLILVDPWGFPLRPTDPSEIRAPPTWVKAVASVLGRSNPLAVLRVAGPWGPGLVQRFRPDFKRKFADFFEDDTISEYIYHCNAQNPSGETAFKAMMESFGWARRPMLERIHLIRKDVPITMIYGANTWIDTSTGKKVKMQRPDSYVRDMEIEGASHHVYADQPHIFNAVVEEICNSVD
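Assay system: mABHD4 protein; medium: HEPES pH 7.0, NaCl, Pluronic buffer; dosing: 8.92 µM, single dose; schedule: 45 min + 60 min at 25 °C; signal: FP readout, ex 525 nm / em 598 nm; read-out: normalized percent inhibition of probe labeling; repeats: single replicate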
* hit, by the source's call; . = not tested or not shown; & = joins results of further samples.

SMILES	UHRF1 MBD2 ctr	TCR-CD3 inh	MBD2 DNA inh	HTRA1 inhibitor	rCAG binder	Rev-erbA mod	PRMT1 inh	PG9 binder	LEDGF integ inh	ABHD4 inh
C[C@H]1CN([C@@H](C)CO)C(=O)c2cc(Br)cnc2O[C@@H]1CN(C)C(=O)c1ccncc1	1	1	2	3	0	1	0	1.6	-7	3
O=C(CNC1CCCCCC1)c1cccs1	-2	3	3	-6	3	-1	-2	0.6	1	1
CCOC(=O)COc1cc(OCC(=O)OCC)c2c3c(c(=O)oc2c1)CCCC3	1	9	0	-17	-1	13	-1	-0.6	0	4
C[C@H](NC(=O)OC(C)(C)C)c1nnc(SCC(=O)Nc2cccc(Cl)c2)o1	2	4	0	-8	4	5	-3	-1.0	7	-8
COc1ccc(NC(=O)CCNS(=O)(=O)c2ccc(NC(C)=O)cc2)cc1Cl	-1	-3	1	-1	2	0	2	0.7	-5	1
CC(C)(C)OC(=O)NN=C(c1ccc(O)cc1)c1ccc(O)cc1	1	2	0	-6	-2	-1	-5	-2.2	0	3
O=c1nc2ccccc2c2n1CC(CN1CCN(c3ccccc3F)CC1)N2 (stereo unspecified)	3	5	-5	3	-6	-2	-2	-1.3	1	-2
C=CCc1cc(Cl)ccc1OCCNCCOC	6	-4	0	-2	0	7	2	-0.6	1	12
Nc1nc(SCC(=O)Nc2ccc(Cl)c([N+](=O)[O-])c2)n[nH]1	-2	0	-10	-4	8	-2	-1	0.8	1	-2
CCOC(=O)C1=C(C)N(CCCC(=O)O)C(=O)NC1c1ccccc1OS(=O)(=O)c1ccccc1[N+](=O)[O-] (stereo unspecified)	-3	5	-4	-3	33	1	-2	-0.1	-1	3
CN1CCN(C2=NCCO2)CC1	1	8	-1	-1	3	8	-1	0.3	2	-6
Cc1nn(-c2ccccc2Cl)c2sc(C(=O)Nc3nnc(C4CC4)s3)cc12	-1	6	-5	-2	1	20	-3	1.9	0	-2
CSc1ccc(CN(C)C(=O)c2cccc(S(=O)(=O)NCc3ccccc3)c2)cc1	-4	-4	-5	-13	-4	-3	-2	-0.1	-2	-12
COc1ccc(Br)c(C(=O)OCc2cc(=O)oc3cc(C)ccc23)c1	-2	6	0	-22	12	1	1	-0.5	-1	-3
COC(=O)Cc1ccc(NC(=S)NCCCO)cc1	0	8	1	-3	-4	5	1	-0.9	1	0
O=C(N/N=C\c1ccc(OCC(=O)N2CCCC2)cc1)C(=O)Nc1ccccc1F	-3	-2	-5	0	-4	8	0	-0.1	1	7
CCC(c1nc2ccccc2[nH]1)N(CCCn1ccnc1)C(=O)c1ccc(C(F)(F)F)cc1 (stereo unspecified)	-4	0	0	.	4	0	2	-1.9	-4	7
CCCNCc1cc(OC)c(OCCC)cc1Cl	-1	6	-4	1	-2	-2	0	-0.9	-1	3
CC1(C)CC(=O)C=C(c2cccc3c2Oc2ccccc2S3)C1	-1	0	-3	-27	5	15	1	0.6	2	-3
COCCOC(=O)c1c(C)oc2ccc(OS(C)(=O)=O)cc12	4	-2	2	5	-8	0	5	0.9	0	-2
Cc1ccc(-c2csc(NC(=O)c3cccc(S(=O)(=O)N4CCN(C)CC4)c3)n2)cc1	-1	-3	-1	-4	7	3	-1	-1.9	0	0
COc1ccccc1C1CCN(C(=S)Nc2ccc(Br)cc2)CC1	0	-1	4	-28	2	4	0	0.4	1	-10
CCCCOc1ccc(N2C(=O)CC(NCCc3ccc(S(N)(=O)=O)cc3)C2=O)cc1 (stereo unspecified)	4	4	-1	-4	9	-5	40*	2.2	-2	2
O=C(NCC1CCCO1)c1ccc(CS(=O)(=O)c2ccc(Cl)cc2)o1 (stereo unspecified)	9	2	2	7	-1	-4	3	-0.1	5	1
Cc1ccccc1NC(=O)CCC(=O)N/N=C/c1cccnc1	1	-15	6	3	-5	3	4	-0.6	-5	-11
C/C(=N\Nc1ccccc1[N+](=O)[O-])c1ccc(N2CCOCC2)cc1	5	10	3	5	1	0	-2	0.1	0	3
Cc1nc(SCC(=O)Nc2ccc(N3CCOCC3)cc2)nc(C)c1C	-1	-5	3	-3	0	4	5	-1.1	-2	1
CCN1C(=O)/C(=C/C=C2/Sc3ccccc3N2CCO)SC1=S	0	-29	0	-66	-1	14	3	-2.4	2	-119
O=C(CN1CCc2ccccc21)NC(c1ccccc1)c1ccccc1	-1	1	-6	-18	17	-5	-3	0.7	2	-4
O=C(N=C1SC2CS(=O)(=O)CC2N1c1ccc(Br)cc1Cl)C1CC1 (stereo unspecified)	2	-3	8	-2	-1	-8	8	-1.5	-4	-11
CC(C)CC(=O)NC(=S)Nc1ccc(Cl)cn1	1	1	2	-1	-2	0	1	-3.3	-2	2
CCCN(CCC)C(=O)c1oc2ccccc2c1NC(=O)Cc1cccc(OC)c1	4	-6	0	-22	2	-2	2	0.8	-2	-3
CCCCCCCC(=O)NNC(=O)c1c(O)c2ccccc2[nH]c1=O	2	15	-2	4	-4	2	-2	0.1	-6	0
COc1ccc(Cl)cc1-c1csc(N)n1	1	4	3	-4	2	0	5	1.4	-2	0
CCCCOc1ccc(-c2ncc(Cl)cn2)cc1	-2	10	-1	0	-1	12	-2	-0.6	0	-3
N#CCCn1cc(C=C(C#N)C#N)c(-c2ccc(-c3ccccc3)cc2)n1	-2	9	-3	-14	6	-4	-1	-1.5	-2	-6
Nc1c2c(nc3ccccc13)CCCC2	2&1	2&-1	-2&-3	10&4	2&3	-5&2&2	-3&-11	0.3&0.6	-1&9	-1&-9
Cc1ccc(C)c(-n2nnnc2SCC(=O)NCC2CCCO2)c1 (stereo unspecified)	-1	1	-5	3	0	-1	1	-0.4	0	4
O=C(N/N=C/c1cc([N+](=O)[O-])ccc1O)c1cccc(N2CCCC2=O)c1	-2	46*	-6	-4	12	5	0	-5.8	-7	11
COc1ccc(N(C(C)C(=O)N/N=C/c2ccc(OCC(C)C)cc2)S(C)(=O)=O)cc1 (stereo unspecified)	4	7	0	-6	-3	3	-3	1.1	-3	-2
CC(Nc1nc(-c2cccc(Br)c2)cs1)c1nc2cc(Cl)c(N3CCCCC3)cc2n1CCOCCO (stereo unspecified)	8	-2	5	-23	7	1	-2	-1.4	-1	-15
CCCc1cc(=O)[nH]c(SCC(=O)c2c(N)n(CC(C)C)c(=O)n(C)c2=O)n1	0	3	1	2	0	-4	0	-0.6	-3	-2
Cc1cc2oc(=O)cc(CN3CCC(C)CC3)c2cc1C	2	-5	-1	2	4	3	-2	-2.0	1	2
COc1cc2c(cc1OC)C(c1ccc3c(c1)Cc1ccccc1-3)OC(=O)C2 (stereo unspecified)	1	1	-2	.	12	-3	-4	-1.1	1	-16
O=C(O)CCN1C(=O)c2ccc(NC(=O)c3cccs3)cc2C1=O	3	-1	8	1	1	-1	1	2.2	5	-2

One compound at a time, as listed above.
Profile of COc1ccc(N(C(C)C(=O)N/N=C/c2ccc(OCC(C)C)cc2)S(C)(=O)=O)cc1 (stereo unspecified) : UHRF1 MBD2 ctr: 4; TCR-CD3 inh: 7; MBD2 DNA inh: 0; HTRA1 inhibitor: -6; rCAG binder: -3; Rev-erbA mod: 3; PRMT1 inh: -3; PG9 binder: 1.1; LEDGF integ inh: -3; ABHD4 inh: -2
Profile of O=C(N/N=C\c1ccc(OCC(=O)N2CCCC2)cc1)C(=O)Nc1ccccc1F : UHRF1 MBD2 ctr: -3; TCR-CD3 inh: -2; MBD2 DNA inh: -5; HTRA1 inhibitor: 0; rCAG binder: -4; Rev-erbA mod: 8; PRMT1 inh: 0; PG9 binder: -0.1; LEDGF integ inh: 1; ABHD4 inh: 7

The list continues:
SMILES	UHRF1 MBD2 ctr	TCR-CD3 inh	MBD2 DNA inh	HTRA1 inhibitor	rCAG binder	Rev-erbA mod	PRMT1 inh	PG9 binder	LEDGF integ inh	ABHD4 inh
COc1ccc(-c2c[n+](CC(=O)c3cccs3)c3n2CCC3)cc1	2	-3	8	-1	4	-1	2	1.3	-2	3
O=C(NCC1CCCO1)C1CCCN(c2ncccn2)C1 (stereo unspecified)	1	1	-4	4	0	-4	0	-1.0	-2	4
COc1ccc(-c2nnn(CC(=O)N(CCN3CCOCC3)C(C(=O)NC3CCCC3)c3ccco3)n2)cc1 (stereo unspecified)	-1	5	-1	-3	-6	0	2	-0.8	-1	-3
CSc1nc(C)c2cc(C)oc2n1	-2	-1	-3	2	-3	-2	0	-3.4	3	1
COC(=O)c1ccc(NC(=O)Nc2ccc(F)c(Cl)c2)cc1	-5	11	1	-69	24	4	1	-2.0	-2	-87
Cc1ccc(OCC(=O)Nc2ccon2)c([N+](=O)[O-])c1	0	6	6	1	-3	-1	2	-0.2	-1	13
Cc1cc(=O)[nH]c2c1c(C)nn2-c1ccccc1	1	-1	-5	-4	-3	0	0	2.0	3	-1
CCC(=O)c1ccc(OCC(=O)OCc2csc(CC(=O)Nc3ccccc3C)n2)cc1	-1	5	-3	-5	5	-5	-1	-1.2	-3	8
Cc1ccccc1NC(=O)C1CCCN1C(=O)NC1CCCCC1 (stereo unspecified)	1	10	2	7	0	0	-1	0.5	1	-4
O=c1[nH]cnc2c1cnn2Cc1ccccc1Cl	3	5	6	1	1	4	0	0.3	0	-5
O=C(/C=C/c1ccccc1[N+](=O)[O-])NCC1CCCO1 (stereo unspecified)	4	-6	4	4	-1	-6	1	0.3	-6	0
COc1ccc(-c2cc(C(=O)O)c(C)o2)cc1OC	3	7	-3	5	2	-2	2	-2.1	0	5
COc1ccc(-c2nc(C(=O)O)cs2)cc1OC	1	6	3	4	-4	-7	1	0.8	0	-1
COc1ccccc1S(=O)(=O)Cc1ccc(C(=O)NCCN2CCCCCC2)o1	0	5	-8	8	5	-10	-2	-2.1	2	4
CC(C)[C@H](CO)N(Cc1cccc(F)c1)c1nc(Nc2cccc(Cl)c2)c2ncn(C(C)C)c2n1	2	1	-1	-23	13	-2	3	-0.5	3	7
CCCCCCn1c(SCC(C)C)nc2c1c(=O)[nH]c(=O)n2C	-1	5	-3	-6	2	1	-3	-3.7	-2	4
O=C(O)C(Cc1cc(Cl)ccc1Cl)Sc1nc2ccccc2[nH]1 (stereo unspecified)	1	4	0	2	10	-1	0	-1.0	1	0
COCC(=O)Nc1nnc(SCC(=O)N2CCCCC2)s1	-2	6	4	-4	-2	5	-4	-1.8	0	-1
COc1cc(OC)cc(-n2nc(C(=O)N3CC(C)CC(C)C3)c3ccccc3c2=O)c1 (stereo unspecified)	8	-2	2	7	-6	-4	-3	-0.6	-5	1
Nn1c(SCC(=O)Nc2ccc(Br)cn2)nnc1-c1n[nH]c2c1CCC2	-1	.	-8	.	4	-3	-3	.	6	3
CN(Cc1ccccc1)C(=O)CCC1CCN(C(=O)CC2=CCCCC2)CC1	0	9	-2	0	-12	2	1	-1.9	2	-5
CCOC(=O)c1sc(NC(=O)C2C3C=CC(C3)C2C(=O)O)nc1C (stereo unspecified)	-2	-9	-3	-9	-2	0	-1	2.1	3	4
CCOC(=O)c1c(C)[nH]c(C(=O)OC(C)C(=O)Nc2ccc(C)cc2)c1C (stereo unspecified)	0	7	-1	-3	3	-3	5	2.7	-1	4
Cc1cc(NC(=O)CSc2nc3ccccc3n2CC(C)C)no1	0	0	-3	-24	-6	6	-2	0.1	3	-1
CCC(=O)Nc1cccc(NC(=O)CSc2nnnn2C2CCCC2)c1	-1	-5	3	-5	-2	5	3	0.7	0	-1
CCNC(=O)NC(=O)C(C)Oc1ccc(C(=O)OC)cc1 (stereo unspecified)	-1	6	-4	0	4	-6	-4	1.4	0	-2
CCOC(=O)Nc1ccc(C(=O)/C=C/c2ccccc2)cc1	-2	6	-10	-33	4	-1	-3	-0.7	3	-12

The list is partial; count on the stated rates, not on these rows.
